mIAP block: mouse IAP inhibition; purified mouse IAP, CDP-Star luminescence, 30 min; inhibition, % at 10 µM; actives 0.2% (n = 330,000); AID 2806;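 active = inhibition of at least 40% at 10 µM in the primary screen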;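 also: plate controls were DMSO with enzyme for no effect and no enzyme wells for full effect; values of inactives mirror those of a sister screen read the other way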
NALP3 yeast inh: blocks the NALP3 inflammasome reconstituted in yeast; Yeast reconstituted NLRP3/ASC/caspase-1, beta-gal luminescence, 24 h; inhibition, % at 10 µM; actives 0.39% (n = 330,000);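 active = inhibition of 50% or more; inactive = inhibition below 50%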;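 also: plate controls were induced DMSO wells for no effect and uninduced yeast grown without galactose for full effect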
TIM10 inh: inhibits growth of TIM10 yeast strain | inhibition, % at 10 µM | actives 1.4% (n = 330,000) | S. cerevisiae TIM10 strain growth, BacTiter-Glo luminescence, 24 h | AID 463195;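 active = inhibition of 40% or more at the single tested concentration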;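 also: wild-type TIM10 isogenic control strain grown at permissive 25 °C; 0% = DMSO yeast wells and 100% = minimal medium wells without yeast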
APOBEC3A inh: blocks human APOBEC3A ssDNA deamination; P31941; recombinant A3A, FAM/TAMRA ssDNA deamination fluorescence; inhibition, % at 20 µM; actives 0.41% (n = 330,000);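 active = at least 40% inhibition at 20 µM here, with at most 30% in a related deaminase screen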;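 also: plate controls were A3A with DMSO for no effect and wells lacking A3A enzyme for full effect; some results filed as inactive read as strong as hits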
hIAP inh: human IAP inhibition. P09923. purified IAP, CDP-Star luminescence, 30 min. inhibition, % at 10 µM. actives 0.12% (n = 330,000). AID 2544;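 active = inhibition reaching a set limit with compound at 10 µM in the primary screen, cut at about 35% in these data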;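 also: plate controls were DMSO wells with enzyme for no effect and no-enzyme buffer wells for full effect; values of inactives mirror those of a sister screen read the other way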
Target sequence (P09923 whole entry, looked up): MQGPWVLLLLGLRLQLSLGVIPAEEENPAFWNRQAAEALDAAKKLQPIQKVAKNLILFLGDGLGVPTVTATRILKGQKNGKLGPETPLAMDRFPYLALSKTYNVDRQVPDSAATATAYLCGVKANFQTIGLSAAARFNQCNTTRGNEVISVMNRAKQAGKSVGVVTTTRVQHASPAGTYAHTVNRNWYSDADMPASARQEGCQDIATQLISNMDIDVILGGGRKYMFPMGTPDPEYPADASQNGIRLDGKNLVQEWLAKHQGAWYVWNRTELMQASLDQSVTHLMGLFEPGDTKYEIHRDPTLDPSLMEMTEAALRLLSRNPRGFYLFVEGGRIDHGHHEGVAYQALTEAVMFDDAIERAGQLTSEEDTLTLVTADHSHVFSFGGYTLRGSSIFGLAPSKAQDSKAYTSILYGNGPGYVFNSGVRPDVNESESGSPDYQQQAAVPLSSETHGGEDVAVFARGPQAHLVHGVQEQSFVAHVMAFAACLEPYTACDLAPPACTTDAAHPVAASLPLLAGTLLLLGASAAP
mIAP act: increases mouse intestinal alkaline phosphatase activity | muIAP, CDP-Star luminescence, 30 min; active compounds read high; 1 = vehicle-only enzyme signal, 0 = enzyme-free wells | activation factor at 10 µM | actives 0.24% (n = 330,000) | AID 2805;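 active = activation factor of at least 2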; also: the source names both 10 and 20 µM as test concentration; values of inactives mirror those of a sister screen read the other way
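Assay system: mouse IAP enzyme; reagent: chemiluminescent substrate CDP-Star; dosing: test compounds delivered from DMSO solution; schedule: 30 min at room temperature; measured by: luminescence from enzymatic CDP-Star hydrolysis; controls: DMSO-only wells and no-enzyme negative control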
tim10-1 inh: growth inhibitors of tim10-1 mutant yeast. S. cerevisiae tim10-1 ts strain growth, BacTiter-Glo, 24 h. inhibition, % at 20 µM. actives 2.2% (n = 330,000). AID 463190;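 active = inhibition of at least 40%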;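 also: mutant grown at 25 °C; 0% = DMSO wells with yeast and 100% = wells holding no yeast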
MIN6 prolif: inducers of beta-cell replication in MIN6 cells; MIN6 cells proliferation, ATPlite luminescence, 48 h; cells starved in 0.2% serum; 100% = growth in 10% serum; proliferation, % at 10 µM; actives 0.29% (n = 330,000); AID 2380;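 active = compounds whose signal lies at least 3.5 SD above the mean of all wells on their plate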;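 also: 0% = DMSO-treated cells in low-serum medium and 100% = 10% serum control; some compounds called inactive have numbers as strong as hits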
A3G deaminase: APOBEC3G (human) deaminase inhibition; Q9HC16; recombinant A3G, ssDNA deamination FAM/TAMRA fluorescence; inhibition, % at 20 µM; actives 0.28% (n = 330,000); AID 493012;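 active = inhibition of at least 40% at 20 µM, with no more than 30% in the related APOBEC3A deaminase screen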;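 also: plate controls were DMSO wells with A3G for no effect and wells lacking A3G enzyme for full effect; some compounds called inactive have numbers as strong as hits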
Target sequence (Q9HC16 whole entry, looked up): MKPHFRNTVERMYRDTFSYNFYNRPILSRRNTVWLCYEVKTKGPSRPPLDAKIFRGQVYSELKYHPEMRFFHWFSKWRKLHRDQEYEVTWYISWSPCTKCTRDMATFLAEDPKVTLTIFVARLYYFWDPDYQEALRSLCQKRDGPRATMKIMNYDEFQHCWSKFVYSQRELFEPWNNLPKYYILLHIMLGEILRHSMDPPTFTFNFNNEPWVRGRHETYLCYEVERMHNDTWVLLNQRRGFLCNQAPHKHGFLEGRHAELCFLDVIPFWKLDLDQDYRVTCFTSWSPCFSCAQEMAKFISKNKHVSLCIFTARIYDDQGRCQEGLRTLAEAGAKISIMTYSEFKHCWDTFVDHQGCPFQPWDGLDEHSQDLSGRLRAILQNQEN
Numbers without * were called inactive. Rows were taken by chance; any-hit rate near 4.6%.

Keys: A = mIAP block; B = NALP3 yeast inh; C = TIM10 inh; D = APOBEC3A inh; E = hIAP inh; F = mIAP act; G = tim10-1 inh; H = MIN6 prolif; I = A3G deaminase
> COc1ccc(CCNC(=O)COC(=O)c2ccc(F)c(S(=O)(=O)N3CCOCC3)c2)cc1
  A: -2; B: 19; C: -1; D: 1; E: -7; F: 1; G: 15; H: -2; I: -9
> CCCc1c(O)nc(SCC(=O)NCc2ccco2)[nH]c1=O
  A: 0; B: 11; C: 5; D: -2; E: -5; F: 1; G: -4; H: 1; I: -2
> O=C(CSc1ccccc1)NCC1(N2CCOCC2)CCCCC1
  A: 5; B: 12; C: 5; D: 1; E: -4; F: 0.95; G: -5; H: 3; I: -5
> O=C(CSc1ncn[nH]1)N1CCCCC1
  A: 5; B: -7; C: 4; D: 0; E: -8; F: 0.95; G: 5; H: -2; I: -7
> Cc1nn(-c2ccccc2)c(C)c1/C=N/NC(=O)c1cc(-c2cccc3ccccc23)n[nH]1
  A: 7; B: 14; C: 39; D: -1; E: -80; F: 0.93; G: 21; H: -5; I: -3
> Cc1cccn2c(=O)c(/C=C3\SC(=S)N(CC(C)C)C3=O)c(NCCCOC(C)C)nc12
  A: 12; B: 23; C: 8; D: 0; E: 14; F: 0.88; G: 19; H: -1; I: -5
> O=C(N/N=C/c1ccccn1)c1cccc(S(=O)(=O)Nc2ccccc2Cl)c1
  A: 18; B: 16; C: 0; D: -2; E: -27; F: 0.82; G: 9; H: -1; I: -9
> COCCN1CCN(C(=O)c2cc(COc3ccc(F)c(F)c3)on2)CC1
  A: 1; B: 9; C: 1; D: -8; E: -16; F: 0.99; G: 21; H: -2; I: -3
> CCCCOC(=O)c1cc(-c2ccc(/C=N/n3cnnc3)o2)ccc1Cl
  A: 21; B: 12; C: 29; D: 0; E: 21; F: 0.79; G: 37; H: 0; I: -3
> CC(C)c1ccc(/C=C/C(=O)N2CCc3ccccc3C2)cc1
  A: 5; B: 19; C: 16; D: 1; E: -14; F: 0.95; G: 12; H: 0; I: -5
> COCCOC(=O)C1=C(C)NC(=O)NC1c1c(Cl)nc2ccccn2c1=O (stereo not given)
  A: -7; B: 3; C: -8; D: 1; E: 3; F: 1.1; G: 4; H: 2; I: 2
> CC(C(=O)Nc1cccc(C#N)c1)N(C)CCOc1ccccc1 (stereo not given)
  A: 6; B: 32; C: -2; D: -1; E: 8; F: 0.94; G: 7; H: 1; I: 2
> CC1=C(CC(=O)NCC(=O)NCC(=O)O)c2cc(F)ccc2/C1=C/c1ccc(S(C)=O)cc1 (stereo not given)
  A: 6; B: 8; C: -2; D: 4; E: 1; F: 0.94; G: 9; H: 3; I: -7
> CN(Cc1ccc(F)cc1)C(=O)c1ccc(NC(=O)CC2SC(N3CCCC3)=NC2=O)cc1 (stereo not given)
  A: 3; B: 18; C: 3; D: -1; E: 1; F: 0.97; G: 3; H: -1; I: -6
> COc1cc2c(c3oc(=O)cc(CC(=O)O)c13)CCC(C)(C)O2
  A: -8; B: -1; C: 2; D: 0; E: 11; F: 1.1; G: 17; H: -1; I: 5

Rewritten with two lines to a compound: part of the list above
Values run as follows: mIAP block, NALP3 yeast inh, TIM10 inh, APOBEC3A inh, hIAP inh, mIAP act, tim10-1 inh, MIN6 prolif, A3G deaminase
> CC(C)c1ccc(/C=C/C(=O)N2CCc3ccccc3C2)cc1
  5, 19, 16, 1, -14, 0.95, 12, 0, -5
> COCCOC(=O)C1=C(C)NC(=O)NC1c1c(Cl)nc2ccccn2c1=O (stereo not given)
  -7, 3, -8, 1, 3, 1.1, 4, 2, 2

Random excerpt: 4 compounds from above
Keys: A = mIAP block; B = NALP3 yeast inh; C = TIM10 inh; D = APOBEC3A inh; E = hIAP inh; F = mIAP act; G = tim10-1 inh; H = MIN6 prolif; I = A3G deaminase
> COc1ccc(CCNC(=O)COC(=O)c2ccc(F)c(S(=O)(=O)N3CCOCC3)c2)cc1
  A: -2; B: 19; C: -1; D: 1; E: -7; F: 1; G: 15; H: -2; I: -9
> O=C(CSc1ncn[nH]1)N1CCCCC1
  A: 5; B: -7; C: 4; D: 0; E: -8; F: 0.95; G: 5; H: -2; I: -7
> CC(C(=O)Nc1cccc(C#N)c1)N(C)CCOc1ccccc1 (stereo not given)
  A: 6; B: 32; C: -2; D: -1; E: 8; F: 0.94; G: 7; H: 1; I: 2
> CCCCOC(=O)c1cc(-c2ccc(/C=N/n3cnnc3)o2)ccc1Cl
  A: 21; B: 12; C: 29; D: 0; E: 21; F: 0.79; G: 37; H: 0; I: -3

(cont.)
Keys: A = mIAP block; B = NALP3 yeast inh; C = TIM10 inh; D = APOBEC3A inh; E = hIAP inh; F = mIAP act; G = tim10-1 inh; H = MIN6 prolif; I = A3G deaminase
> Cc1ccc(-c2csc(C(C#N)=C3CCCC3)n2)cc1
  A: 9; B: 6; C: 10; D: -6; E: 11; F: 0.91; G: 5; H: -4; I: -2
> COc1cc(/C=C2\SC(N)=NC2=O)cc(Br)c1O
  A: 14; B: 8; C: -15; D: -2; E: 5; F: 0.86; G: -7; H: -4; I: -1
> COc1ccc(CNC(=O)C2CC=CCC2C(=O)O)cc1OC (stereo not given)
  A: -2; B: 11; C: -3; D: 1; E: 18; F: 1; G: 5; H: -1; I: -13
> O=C(NCc1ccc2c(c1)OCO2)Nc1ccc2ccccc2c1
  A: -52; B: -11; C: 0; D: -2; E: -3; F: 1.5; G: 7; H: -3; I: -7
> Cc1ccc(OCC(=O)NC(=S)Nc2ccccn2)c(Br)c1
  A: 7; B: 12; C: 12; D: -6; E: -15; F: 0.93; G: 12; H: -7; I: -9
> CSc1nc(N2CCOCC2)cc(N2CCOCC2)n1
  A: 6; B: 3; C: -6; D: -1; E: 8; F: 0.94; G: 1; H: 1; I: -3
> COc1ccc(/C=C/C(=O)Nc2cc(C(F)(F)F)ccc2Cl)cc1OC
  A: -10; B: 24; C: 17; D: -4; E: 1; F: 1.1; G: 29; H: -2; I: -7
> CC(C)Cc1nc2sc3c(=O)[nH]cnc3c2c2c1CCC2
  A: 10; B: 3; C: 13; D: -2; E: -22; F: 0.9; G: 15; H: 1; I: -1
> O=c1c2ccccc2cnn1Cc1n[nH]c(=S)n1-c1ccccc1F
  A: 7; B: 21; C: -3; D: -5; E: -10; F: 0.93; G: -14; H: -1; I: 1
> Cc1nnc(SCC(=O)Nc2nccs2)o1
  A: -11; B: 13; C: 2; D: 0; E: 25; F: 1.1; G: 10; H: -3; I: 14
> CCOC(=O)CNC(=O)CSc1nnnn1-c1cc(C)ccc1C
  A: -6; B: -16; C: -8; D: 0; E: -14; F: 1.1; G: 9; H: 1; I: -8
> Cc1ccc(NC(=O)CSc2nnc(N)s2)c([N+](=O)[O-])c1
  A: 9; B: 3; C: -6; D: -4; E: -3; F: 0.91; G: 2; H: 3; I: -7
> COc1ccc(COC(=O)NNC(=O)c2ccccc2Cl)cc1
  A: 1; B: -7; C: 2; D: -17; E: -8; F: 0.99; G: 9; H: -1; I: -3
> N#CCCn1cc(C(=O)Nc2ccc([N+](=O)[O-])cc2)c(-c2cccs2)n1
  A: -8; B: 25; C: 10; D: 3; E: -4; F: 1.1; G: 33; H: 1; I: 7
> CCOC(=O)N1CCC(NC(=O)c2cccnc2SC)CC1
  A: 0; B: 2; C: -18; D: -2; E: -7; F: 1; G: 6; H: -3; I: -2
> CC(=O)Nc1cccc(-c2nnc3c4ccccc4c(C)nn23)c1
  A: -10; B: -7; C: 9; D: -4; E: -15; F: 1.1; G: 17; H: 2; I: -5
> Cc1cccc(C(=O)N/C(=C\c2ccco2)C(=O)N2CCCC2)c1
  A: 3; B: 20; C: -2; D: -6; E: -21; F: 0.97; G: 2; H: 2; I: -5
> Cc1ccc2nc(C(=O)N3CCc4c([nH]c5ccccc45)C3c3ccccn3)cn2c1 (stereo not given)
  A: 0; B: 10; C: 27; D: 3; E: -10; F: 1; G: 2; H: -7; I: -2
> CCOC(=O)C1C(=O)NC(c2ccccc2)=NC1c1ccc(C(C)C)cc1 (stereo not given)
  A: -13; B: 18; C: -10; D: 1; E: -1; F: 1.1; G: 7; H: 0; I: -7
> NC(=O)C1CCN(c2oc(-c3ccccc3)nc2S(=O)(=O)c2ccc(Br)cc2)CC1
  A: -8; B: 10; C: -2; D: 1; E: -36; F: 1.1; G: 1; H: 5; I: -7
> CC(=O)N1c2ccc(S(=O)(=O)NCCc3ccccc3)cc2CC1C (stereo not given)
  A: -1; B: 12; C: -3; D: -2; E: 0; F: 1; G: 21; H: -1; I: -6
> c1ccc(-c2csc3ncn4cnnc4c23)cc1
  A: -2; B: 23; C: -3; D: -2; E: -11; F: 1; G: 20; H: 1; I: -4
> CCNC(=O)NC(=O)C(C)OC(=O)CCS(=O)(=O)c1ccc(C)cc1 (stereo not given)
  A: -6; B: 10; C: 11; D: 0; E: 4; F: 1.1; G: 5; H: -4; I: -3
> COc1cccc(-n2nnnc2SCC(=O)NCc2ccco2)c1
  A: -5; B: 13; C: -7; D: 0; E: 3; F: 1.1; G: 31; H: -2; I: 0
> CCn1c(CC(=O)Nc2ccccc2)nnc1SCC(=O)Nc1nnc(C)s1
  A: 8; B: -8; C: -2; D: 2; E: -4; F: 0.92; G: 12; H: 0; I: 1
> COc1cccc(N2C(=O)C3CCCN3C2c2ccc(F)cc2)c1 (stereo not given)
  A: 6; B: -2; C: -5; D: -2; E: 11; F: 0.94; G: 8; H: -4; I: -3
> O=C(CSc1ncccc1C(=O)O)NC1CCCCCCC1
  A: 0; B: 13; C: 5; D: 1; E: -12; F: 1; G: -2; H: -2; I: -5
> CCc1cc(CNC(=O)CC2C(=O)NCCN2CC2CCCCC2)on1 (stereo not given)
  A: -5; B: 9; C: 10; D: 0; E: -8; F: 1; G: 16; H: 2; I: -1
> Cc1cc(C(=O)COC(=O)c2ccc(CO)cc2)c(C)n1CC1COc2ccccc2O1 (stereo not given)
  A: 15; B: 9; C: 31; D: -4; E: -2; F: 0.85; G: 31; H: -4; I: -10
> O=C1NC(=O)C(=C2CCCCCC2)S1
  A: 0; B: 22; C: 9; D: -1; E: -9; F: 1; G: 2; H: 6; I: -5
> CCN(CC)S(=O)(=O)c1ccc(NCc2ccccn2)nc1
  A: -4; B: 1; C: -18; D: -2; E: -14; F: 1; G: 14; H: -1; I: -6
> CCOC(=O)C(=CNc1ccc2c(c1)c1ccccc1n2CC)C(=O)OCC
  A: 1; B: 11; C: -10; D: -2; E: -20; F: 0.99; G: 3; H: -4; I: -4
> CCCCNc1cc(NC(C)=O)cc2cc(OC)c(OC)cc12
  A: 0; B: 21; C: 27; D: -7; E: 5; F: 1; G: 44*; H: -4; I: -9
